Screening results as filed in PubChem BioAssay.
PDI inh – inhibitors of human protein disulfide isomerase. P07237. PDI insulin aggregation turbidity, A650, 90 min. inhibition, % at 10 µM. hit rate 0.052% among 350,000;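 active = mean inhibition across replicates of 30% or more, whatever share of single replicates reach that level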;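 note: absorbance from insulin aggregation driven by PDI reduction with DTT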
Target sequence (P07237 whole entry, looked up): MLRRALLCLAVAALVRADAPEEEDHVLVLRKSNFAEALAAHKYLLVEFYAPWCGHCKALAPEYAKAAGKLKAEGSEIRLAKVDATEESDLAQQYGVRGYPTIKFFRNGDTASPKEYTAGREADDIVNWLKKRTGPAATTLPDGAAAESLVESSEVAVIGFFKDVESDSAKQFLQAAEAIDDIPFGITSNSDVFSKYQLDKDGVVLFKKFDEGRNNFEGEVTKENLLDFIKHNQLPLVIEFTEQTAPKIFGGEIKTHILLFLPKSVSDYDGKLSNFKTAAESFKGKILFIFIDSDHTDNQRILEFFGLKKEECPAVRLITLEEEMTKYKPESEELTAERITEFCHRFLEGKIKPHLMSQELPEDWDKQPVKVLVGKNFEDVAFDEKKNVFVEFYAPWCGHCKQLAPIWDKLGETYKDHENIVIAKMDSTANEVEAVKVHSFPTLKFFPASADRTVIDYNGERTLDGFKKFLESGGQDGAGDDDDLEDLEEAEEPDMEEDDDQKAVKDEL
Vif imaging – HIV Vif inhibition; HEK293T cells, Vif self-association by quenched fluorescence, imaging, 24 h; inhibition, % at 7.49 µM; hit rate 0.35% among 340,000; in the data active = inhibition above about 50%, passing the limit was not always enough; note: some results filed as inactive read as strong as hits
m5-HT2A agonist – agonists of mouse serotonin 5-HT2A receptor (HTR2A) | activation, % at 7.6 µM | hit rate 0.66% among 360,000 | P35363 | CHO-K1 mHTR2A beta-arrestin complementation, luminescence; percent of 30 µM serotonin response;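 active = activation above a run cutoff, the mean activation of all tested compounds plus 3 SD, cut at about 14% in these data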;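 note: 0% = plate median of compound wells and 100% = 30 µM serotonin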
Target sequence (P35363 whole entry, looked up): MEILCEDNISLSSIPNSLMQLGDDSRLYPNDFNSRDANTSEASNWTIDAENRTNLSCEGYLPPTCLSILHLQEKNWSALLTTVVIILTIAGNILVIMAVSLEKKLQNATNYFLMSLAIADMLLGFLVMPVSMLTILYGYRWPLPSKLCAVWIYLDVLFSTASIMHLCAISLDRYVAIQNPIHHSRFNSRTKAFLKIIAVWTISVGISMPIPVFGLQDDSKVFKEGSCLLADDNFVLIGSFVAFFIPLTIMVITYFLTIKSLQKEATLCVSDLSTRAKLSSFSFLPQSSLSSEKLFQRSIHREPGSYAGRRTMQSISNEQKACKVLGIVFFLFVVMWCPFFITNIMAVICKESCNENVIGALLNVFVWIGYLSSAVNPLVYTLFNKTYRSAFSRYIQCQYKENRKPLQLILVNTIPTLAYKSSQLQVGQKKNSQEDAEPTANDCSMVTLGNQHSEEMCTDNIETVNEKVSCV
N-glyco inh – blocks N-linked glycosylation in D54 reporter cells; D54 ERlucT glycosylation luciferase reporter, 24 h; percent of 100 nM tunicamycin response; reporter increase, % at 12.5 µM; hit rate 0.23% among 360,000;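 active = mean luciferase reporter signal, scaled so untreated is 0 and the glycosylation-blocking control 100, at or above a set limit in every replicate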;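 note: luciferase carries N-glycosylation sites so blocking glycosylation raises the light; 0% = median of neutral control wells and 100% = median of 100 nM tunicamycin wells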
aDG glyco up – alpha-DG glycosylation activation; hit rate 0.22% among 360,000; activation, % at 10 µM; Pro5-aDG cells, alpha-DG glycosylation AlphaScreen (IIH6); 0% Pro5, 100% B10-LARGE cell signal;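 active = activation of at least 8% versus controls, or a plate z-score of at least 8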;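 note: Pro5 are CHO cells carrying HIG-tagged alpha-DG that lacks glycosylation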
Granule exo inh – blocks lytic granule exocytosis; TALL-104 LAMP-1 surface exposure, flow cytometry; cells stimulated with thapsigargin and PMA; inhibition, % at 10 µM; hit rate 0.66% among 360,000; AID 651702;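 active = inhibition above about 55%, limit read from the data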
ABCB6 inh 2 – human ABCB6 transporter inhibition; fluorescence ratio to DMSO, % at 10 µM; K562-ABCB6 porphyrin accumulation, flow cytometry, 1 h; hits give low values; AID 602162; hit rate 0.19% among 360,000; Q9NP58;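 active = fluorescence ratio to DMSO below 75%, the collection mean minus 3 SD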;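 note: signal is porphyrin accumulated inside mitochondria; 100% equals median channel fluorescence of DMSO control wells; lower ratio means ABCB6 inhibition with less porphyrin fluorescence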
H9c2 protect – myocardial damage modulation in H9c2 cells | protection from H2O2 cell death, % at 20 µM | hit rate 0.63% among 360,000 | H9c2 cardiomyocytes, H2O2 injury protection, ATPLite, 2 h;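 active = compounds giving at least 50% protection of heart cells from peroxide-induced death in the single-dose screen, raw or plate-pattern-corrected value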;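 note: 0% = DMSO wells with peroxide and 100% = DMSO wells without peroxide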
CaV13 ICDI inh – Disruptors of the CACNA1D IQ motif to Ca2+-dependent inactivation inhibitor domain association, primary screening, Förster resonance energy transfer in intact living …; HEK cells, CFP/YFP FRET ICDI-IQ, plate reader, 10 min; percent FRET-ratio fall versus neutral wells; inhibition, % at 12.3 µM; hit rate 0.098% among 340,000; AID 743397;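 active = mean replicate inhibition of at least 30% and at least 1% of replicates passing that level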;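 note: 0% = median of the neutral control wells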
iPSC survival up – enhancers of human iPSC single-cell survival; hiPSC single-cell survival, ATPlite luminescence; 100% = ROCK inhibitor wells, 0% = DMSO; survival enhancement, % at 20 µM; hit rate 0.044% among 360,000; AID 602274; in the data active = survival enhancement above about 18%;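 note: cells exposed to compounds for 16 hours before the ATP read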
Numbers without * were called inactive; . = not tested or not shown. The order is random, and some 3.1% of all compounds hit somewhere here.

No.	SMILES	PDI inh	aDG glyco up	ABCB6 inh 2	m5-HT2A agonist	Vif imaging
1	COc1cc([N+](=O)[O-])ccc1NC(=O)NCc1cccnc1	-4	-0.5	104	0	-5
2	COC(=O)c1cc(OCC(=O)Nc2ccc3c(c2)CCC3)cc(C(=O)OC)c1	8	0.0	97	4	-1
3	COc1ccccc1CNS(=O)(=O)c1ccc2c(c1)CC(C)N2C(=O)C1CC1 (centres undefined)	5	0.4	106	8	-4
4	Cc1ccc(O)c(C=Nc2ccc3[nH]ncc3c2)c1	-3	-0.3	100	-5	-10
5	CCOc1ccc(-c2csc(NC(=O)c3ccc(S(=O)(=O)N4CCc5ccccc5C4)cc3)n2)cc1	1	0.1	95	-2	-5
6	Cc1ccc(C(=O)NNC(=O)c2ccc(S(=O)(=O)N3CCOCC3)cc2)cc1	-9	0.0	95	6	-2
7	COc1cc(OC)c(NC(=O)C(=O)CC(=O)c2ccc(C)cc2C)cc1Cl	2	-0.1	97	-1	4
8	COc1ccc(/C=C2\SC(=S)N(CCC(=O)N3CCOCC3)C2=O)cc1OC	-7	1.0	97	8	10
9	Cc1cc(C)n(CCN(C)C(=O)c2cc(COc3c(F)cccc3F)on2)n1	13	-0.5	101	-1	.
10	O=C(Nc1ccc(S(=O)(=O)N2CCCC2)cc1)c1ccc(OCC2CCCO2)cc1 (centres undefined)	1	0.6	100	13	-13
11	O=C(COc1c(Br)cc(Br)c2cccnc12)Nc1ccccc1F	-4	1.1	100	-1	-4
12	CC(Oc1ccc(Cl)cc1Cl)c1nc(-c2ccc(NC(=O)c3ccccn3)cc2)no1 (centres undefined)	-7	0.6	93	0	-23
13	C=CCN1c2ccccc2[C@]23C[C@@H](C(=O)OC)N=C2NC(C(=O)OC)=C(C(=O)OC)[C@H]13	-2	-0.1	102	1	-2
14	Cn1c(=O)c(/C(N)=N/OC(=O)c2ccccc2)cn(-c2ccccc2)c1=O	-6	-0.1	101	9	1
15	Cc1cc(NC(=O)Cn2cc(C(F)(F)F)cc(Cl)c2=O)no1	-9	-0.1	98	6	0

No.	CaV13 ICDI inh	iPSC survival up	N-glyco inh	Granule exo inh	H9c2 protect
1	-6	-0.4	1	-3	-2
2	-1	-0.9	0	-2	1
3	-2	0.9	0	2	-12
4	-5	-0.7	2	6	7
5	-4	-0.3	-2	-4	-4
6	-7	-0.5	-1	-10	8
7	-4	-0.6	0	-2	-1
8	-6	-2.3	3	1	6
9	-3	0.0	-1	-1	-3
10	1	0.3	-3	0	0
11	-4	0.7	3	2	-1
12	-8	-2.7	-10	-1	-20
13	-6	-2.6	5	26	9
14	-16	0.7	2	-2	10
15	.	-1.6	1	-1	3

Other entries:
No.	SMILES	PDI inh	aDG glyco up	ABCB6 inh 2	m5-HT2A agonist	Vif imaging
16	CCOC(=O)Cn1c(=N)n(CCOc2ccc(OC)cc2)c2ccccc21	2	0.1	96	-3	.
17	CCN(CC)CCOC(=O)c1ccc(Cl)cc1	0	0.5	101	-2	10
18	CCOC(=O)C1=CCN(S(=O)(=O)c2ccccc2C(=O)OC)C1c1ccc(Cl)cc1 (centres undefined)	.	0.1	102	2	14
19	COc1ccc(/C=N/Nc2nc(-c3ccc(C)cc3)c(NC(C)=O)s2)cc1	4	0.0	96	0	-1
20	C/C=C/c1ccc(OCCSc2nc(C)cc(=O)[nH]2)c(OC)c1	5	0.1	88	-2	-2
21	CC(C)CNC(=S)N(CCN(C)C)Cc1cc2cc3c(cc2[nH]c1=O)OCO3	3	-0.1	94	5	2
22	COc1cccc(-c2sc3ccc(OC)cc3c2-c2ccc(OCCN3CCOCC3)cc2)c1	-7	-0.1	94	3	4
23	CC(=O)NCCc1cc2ccc(C)cc2[nH]c1=O	-2	-0.1	100	-5	0
24	O=C(c1ccco1)N1CCN(C(=O)c2cccc3c2C(=O)N(Cc2cccnc2)C3)CC1	.	-0.2	100	5	8
25	COc1ccc(/C=C2/Sc3ccc(C(=O)N4CCc5ccccc5C4)cc3NC2=O)cc1	16	-0.1	95	4	-14
26	COc1ccccc1CCNC(=O)C1(C)CC1(Cl)Cl (centres undefined)	-9	0.0	93	3	5
27	O=C(CSc1nc2ccccc2nc1N1CCOCC1)N1CCN(c2ccccc2)CC1	.	0.3	99	0	4
28	CCOc1ccc(N(C)c2ccc(/C=C3/SC(=S)NC3=O)cc2)cc1	-4	-0.1	350	7	.
29	CC(=O)N1CCN(S(=O)(=O)c2ccc3c(c2)CC(=O)N3)CC1	-4	0.0	95	-1	-2
30	O=C(Cn1cc(COc2c(F)c(F)cc(F)c2F)nn1)c1ccc(O)cc1	6	0.0	97	0	0

No.	CaV13 ICDI inh	iPSC survival up	N-glyco inh	Granule exo inh	H9c2 protect
16	.	0.2	2	1	-2
17	-4	1.3	-1	-1	-1
18	-3	0.0	1	-1	4
19	16	-0.5	-2	4	5
20	-5	4.4	1	-2	-3
21	-1	-0.5	-1	3	-1
22	-5	-1.1	-1	18	-3
23	-1	0.2	3	3	1
24	-5	0.6	4	1	8
25	-6	0.0	0	1	-7
26	-2	0.4	0	-4	1
27	-14	-0.9	-4	-3	23
28	-7	-0.5	1	7	-10
29	-6	0.5	3	1	6
30	-7	-2.5	0	1	4

Looked up by compound from the entries so far, 5 records:
No.	SMILES	PDI inh	aDG glyco up	ABCB6 inh 2	m5-HT2A agonist	Vif imaging
28	CCOc1ccc(N(C)c2ccc(/C=C3/SC(=S)NC3=O)cc2)cc1	-4	-0.1	350	7	.
16	CCOC(=O)Cn1c(=N)n(CCOc2ccc(OC)cc2)c2ccccc21	2	0.1	96	-3	.
6	Cc1ccc(C(=O)NNC(=O)c2ccc(S(=O)(=O)N3CCOCC3)cc2)cc1	-9	0.0	95	6	-2
15	Cc1cc(NC(=O)Cn2cc(C(F)(F)F)cc(Cl)c2=O)no1	-9	-0.1	98	6	0
5	CCOc1ccc(-c2csc(NC(=O)c3ccc(S(=O)(=O)N4CCc5ccccc5C4)cc3)n2)cc1	1	0.1	95	-2	-5

No.	CaV13 ICDI inh	iPSC survival up	N-glyco inh	Granule exo inh	H9c2 protect
28	-7	-0.5	1	7	-10
16	.	0.2	2	1	-2
6	-7	-0.5	-1	-10	8
15	.	-1.6	1	-1	3
5	-4	-0.3	-2	-4	-4

More compounds follow:
No.	SMILES	PDI inh	aDG glyco up	ABCB6 inh 2	m5-HT2A agonist	Vif imaging
31	O=C(O)COc1ccc(-c2nccc(-c3ccccn3)n2)cc1	-1	-0.2	91	2	0
32	O=C(N/N=C/c1cccc([N+](=O)[O-])c1)c1ccc(Br)cc1	3	-0.1	98	0	-3
33	CCN(CC)C(=O)[C@H]1C[C@H](CC(=O)NCCCN(C)C)C(=O)N2CCc3c([nH]c4cc(CCC(=O)N(C)C)ccc34)[C@]12C	-16	-0.2	98	6	.
34	COc1ccc(C(=O)NC2CCCc3ccccc32)c(OC)c1OC (centres undefined)	0	-0.2	96	-8	-5
35	O=C(NCc1cccnc1)c1[nH]c(C(F)(F)F)nc1-c1ccccc1	.	-0.1	100	-3	-1
36	COc1cccc(C2=CC(=O)C[C@H](c3ccc(OC)c(OC)c3)C2)c1	-5	0.3	94	4	-3
37	CCOC(=O)CC(=O)CSc1nc2c(sc(=S)n2-c2ccc(OCC)cc2)c(=O)[nH]1	1	0.0	102	4	-10
38	CCC(CC)C(=O)N(C)c1c(C)nc2c(OCCC3CCCCC3)cccn12	-1	0.7	103	-5	-4
39	Cc1ccccc1C(=O)N1CCC2CC1c1cc(-c3ccc(F)cc3)ccc12 (centres undefined)	6	4.0	98	-5	1
40	COc1ccc(N(C(=O)c2ccncc2)S(=O)(=O)c2cccc([N+](=O)[O-])c2)cc1	-2	-0.2	96	0	-13
41	O=c1nc(N2CCCCC2)nc(Nc2ccccc2)[nH]1	-10	0.1	88	-2	-7
42	O=C(CSc1ncnc2ccccc12)NCC(=O)c1ccccc1	-7	0.5	101	-2	7
43	Fc1ccc(-c2csc(N3CCSCC3)n2)cc1	-4	-0.2	103	-1	-5
44	CC(=O)c1cccc(NC(=O)c2cccc(N3C(=O)c4ccccc4C3=O)c2)c1	-4	0.1	108	1	-5
45	Cc1nc2ccccn2c1C(=O)NN=C1C2CC3CC(C2)CC1C3	14	-0.4	103	-3	4

No.	CaV13 ICDI inh	iPSC survival up	N-glyco inh	Granule exo inh	H9c2 protect
31	-7	3.5	-3	0	-8
32	1	1.3	1	-1	-8
33	-4	-0.2	2	-2	-2
34	-3	-0.1	-2	-4	-4
35	-3	3.8	0	0	2
36	-12	-2.2	-1	4	-5
37	-5	-1.3	-1	-8	-5
38	-5	3.6	1	21	-5
39	-5	3.1	0	4	-16
40	-6	0.9	0	-16	2
41	-5	3.6	-2	2	-5
42	-6	0.1	0	0	1
43	-4	-0.8	0	-2	-6
44	-6	0.9	1	-1	-6
45	-2	0.8	-2	5	9

Following part
No.	SMILES	PDI inh	aDG glyco up	ABCB6 inh 2	m5-HT2A agonist	Vif imaging
46	N#Cc1c2c(nc(N)c1-c1ccccc1)CCCCC2	-2	0.3	102	1	1
47	Cc1cc(OCC(O)CN2CCc3ccccc3C2)cc(C(C)C)c1 (centres undefined)	7	-0.2	92	1	-1
48	Cc1ccccc1C(=O)N1CCC(C(=O)NC2CCCC2)CC1	6	-0.1	96	6	6
49	COc1ccc(-c2ccc(N(C)C)cc2)cc1[C@H]1[C@H]2C=CC[C@@H](C)[C@@H]2C(=O)N1Cc1ccccc1	-3	-0.7	89	7	-4
50	O=C(CSc1ccc2ccccc2n1)Nc1nsc(-c2ccc(Cl)cc2)n1	-1	-0.2	97	2	2

No.	CaV13 ICDI inh	iPSC survival up	N-glyco inh	Granule exo inh	H9c2 protect
46	0	0.4	0	-1	-3
47	-20	0.9	2	0	-9
48	-2	-0.5	0	-11	2
49	-7	0.4	-5	-9	-13
50	-15	-0.3	0	-2	0
